Bioassay records from PubChem.
TIM10 inh – growth inhibitors of isogenic TIM10 control yeast, primary screen, counter-screen for tim10-1 yeast inhibitor project, luminescence, uHTS. S. cerevisiae TIM10 strain growth, BacTiter-Glo luminescence, 24 h. AID 463195, 2010. 1.4% of 330,000 active. inhibition, % at 10 µM;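 active = inhibition of 40% or more at the single tested concentration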;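 note: wild-type TIM10 isogenic control strain grown at permissive 25 °C; 0% = DMSO yeast wells and 100% = minimal medium wells without yeast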
UPR CHOP act – activators of apoptotic CHOP UPR arm, primary screen, cell-based, CHO-CHOP luciferase reporter, luminescence, uHTS; 0.34% of 330,000 active; activation, % at 10 µM; UPR activation; percent of tunicamycin response over DMSO baseline;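 active = at 10 µM dose, activation of 40% or more, normalized to positive control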;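 note: 100% = tunicamycin at 10 µg/mL and 0% = DMSO alone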
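measured by = luciferase luminescence | assay system = CHO-CHOP cells, stable luciferase reporter of PERK-eIF2a-CHOP signalling | amount = 500 reporter cells seeded per well | timing = 6 h compound exposure at 37 °C after overnight seeding | controls = positive tunicamycin 10 µg/mL, negative DMSO alone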
Mdm2-MdmX inh – inhibitors of human Mdm2-MdmX association, primary screen, cell-based, luminescence, split luciferase, SaOS-2, uHTS; Protein Mdm4 (Homo sapiens) + E3 ubiquitin-protein ligase Mdm2 (Homo sapiens), …; SaOS-2 split-luciferase Mdm2/MdmX complementation; inhibition, % at 8 µM; 3% of 330,000 active; AID 485346, 2010;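 active = inhibition of at least 50% at 8 µM in the primary screen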
Target sequence (O15151 whole entry, looked up): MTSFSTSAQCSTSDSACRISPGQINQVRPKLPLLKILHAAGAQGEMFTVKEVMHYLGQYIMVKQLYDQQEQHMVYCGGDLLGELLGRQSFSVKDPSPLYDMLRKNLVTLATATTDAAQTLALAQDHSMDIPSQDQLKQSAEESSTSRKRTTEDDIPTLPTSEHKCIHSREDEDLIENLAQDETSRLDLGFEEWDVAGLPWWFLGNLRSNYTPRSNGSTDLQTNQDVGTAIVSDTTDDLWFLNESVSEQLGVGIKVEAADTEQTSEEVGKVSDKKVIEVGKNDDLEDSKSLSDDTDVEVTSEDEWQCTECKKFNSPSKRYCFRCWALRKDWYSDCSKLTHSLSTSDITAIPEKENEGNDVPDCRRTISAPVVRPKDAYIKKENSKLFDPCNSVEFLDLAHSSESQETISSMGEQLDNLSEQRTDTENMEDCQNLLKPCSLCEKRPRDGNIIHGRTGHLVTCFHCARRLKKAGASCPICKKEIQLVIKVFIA
Target sequence (Q00987 whole entry, looked up): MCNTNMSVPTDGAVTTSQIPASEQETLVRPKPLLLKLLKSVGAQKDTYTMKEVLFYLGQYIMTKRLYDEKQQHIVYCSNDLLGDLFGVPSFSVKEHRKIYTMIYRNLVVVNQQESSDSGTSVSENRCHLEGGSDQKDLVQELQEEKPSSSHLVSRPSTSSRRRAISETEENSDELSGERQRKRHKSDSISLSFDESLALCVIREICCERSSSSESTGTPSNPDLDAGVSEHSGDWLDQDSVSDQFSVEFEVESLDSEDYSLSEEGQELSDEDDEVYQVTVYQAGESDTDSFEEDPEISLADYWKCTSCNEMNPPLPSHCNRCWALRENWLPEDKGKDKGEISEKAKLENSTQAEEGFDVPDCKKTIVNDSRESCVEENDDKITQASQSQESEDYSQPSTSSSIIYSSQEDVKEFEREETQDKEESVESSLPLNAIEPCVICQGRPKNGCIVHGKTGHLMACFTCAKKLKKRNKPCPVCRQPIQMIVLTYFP
XBP1 UPR activ – activators of adaptive XBP1 UPR arm, primary screen, cell-based, CHO-XBP1 luciferase reporter, luminescence, uHTS; IRE1-XBP1 UPR activation; percent of tunicamycin response, DMSO as zero; activation, % at 20 µM; 0.33% of 330,000 active; AID 463104, 2010;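 active = versus positive control, 20 µM dose yields 30% or more activation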;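 note: 100% = tunicamycin at 10 µg/mL and 0% = DMSO only wells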
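Signal: luciferase luminescence; Assay system: CHO-XBP1 luciferase reporter cells; Amount: one thousand reporter cells per well; Dosing: 20 µM single concentration, DMSO 1%; Benchmarks: high control tunicamycin 10 µg/mL final, low control DMSO vehicle only; Schedule: 6 h compound exposure at 37 °C, 5% CO2; Evaluation: percent activation relative to tunicamycin reference.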
tim23-1 inh – growth inhibitors of tim23-1 mutant yeast, primary screen, luminescence, uHTS | inhibition, % at 20 µM | S. cerevisiae tim23-1 growth, BacTiter-Glo luminescence, 24 h | 1.3% of 330,000 active;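 active = growth inhibition of the mutant yeast at or above 50%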;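 note: temperature-sensitive mutant grown at 25 °C; plate controls were DMSO-treated mutant yeast for no effect and medium wells lacking yeast for full effect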
tim10-1 inh – growth inhibitors of tim10-1 mutant yeast, primary screen, luminescence, uHTS | AID 463190, 2010 | S. cerevisiae tim10-1 ts strain growth, BacTiter-Glo, 24 h | 2.2% of 330,000 active | inhibition, % at 20 µM;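 active = inhibition of at least 40%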;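 note: mutant grown at 25 °C; 0% = DMSO wells with yeast and 100% = wells holding no yeast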
NALP3 yeast inh – NALP3 inflammasome inhibitors in reconstituted yeast, primary screen, luminescence, uHTS | Yeast reconstituted NLRP3/ASC/caspase-1, beta-gal luminescence, 24 h | inhibition, % at 10 µM | 0.39% of 330,000 active;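 active = inhibition of 50% or more; inactive = inhibition below 50%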;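 note: plate controls were induced DMSO wells for no effect and uninduced yeast grown without galactose for full effect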
APJ ag – agonists of human apelin receptor APJ, primary screen, CHO-K1 cells, PathHunter beta-arrestin, luminescence; 0% DMSO wells, 100% apelin; AID 2520, 2010; activation, % at 20 µM; 0.11% of 330,000 active; P35414;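 active = activation more than six SD over the plate average, tested at 20 µM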;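 note: 0% = DMSO alone and 100% = apelin-13 at 10 nM; some results filed as inactive read as strong as hits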
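Material: engineered CHO-K1 APJ arrestin reporter cells; amount: 1000 CHO-K1 reporter cells seeded per well; incubation: compound stimulation 90 min at 25 °C, detection 60 min; signal: luminescent beta-gal fragment complementation, chemiluminescent substrate; read-out basis: APJ agonist activity; controls: DMSO-only wells as negative, 10 nM Apelin-13 as positive control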
GRIN3A LBD mod – binders of NR3A ligand-binding domain, primary screen, biophysical, differential scanning fluorimetry, uHTS. Glutamate receptor ionotropic, NMDA 3A (GRIN3A) ligand-binding domain. NR3A LBD differential scanning fluorimetry, Tm shift; 0% = protein alone, 100% = glycine-bound protein. Tm shift relative to glycine control, % at 25 µM. 2.5% of 340,000 active;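 active = melting temperature shift of at least 10% of the positive control shift, at one fixed dose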
Active calls of the source: *.

SMILES	TIM10 inh	UPR CHOP act	Mdm2-MdmX inh	XBP1 UPR activ	tim23-1 inh	tim10-1 inh	NALP3 yeast inh	APJ ag	GRIN3A LBD mod
CNC[C@@H]1Oc2c(NC(=O)Nc3ccc(F)cc3)cccc2C(=O)N([C@H](C)CO)C[C@@H]1C	-1	-0.6	-13	2	8	0	12	-1	1
O=C(Oc1c(Cl)cc(Cl)c2cccnc12)c1cccc([N+](=O)[O-])c1	50*	-0.1	50	7	63*	51*	44	-5	-6
C/C(=N/NC(=O)CNC(=O)c1ccncc1)c1ccc(Cl)cc1	-7	-1.5	4	-2	-16	-11	11	-2	-2
CS(=O)(=O)N1CCN(c2ccccc2NC(=O)CSc2nnc(-c3ccco3)o2)CC1	14	0.7	2	0	8	10	10	-2	0
COc1ccc(CCNC(=O)C(=O)NCC2OCCN2S(=O)(=O)c2ccc(Cl)cc2)cc1OC (centres undefined)	1	0.9	32	-1	20	7	11	-3	2
COc1ccc(N(Cc2ccccc2)S(=O)(=O)c2cccc(C(=O)Nc3ncccc3C)c2)cc1	2	1.6	2	-2	20	16	6	-5	0
O=C(c1ccc(F)cc1)n1c(=S)nc2ccccn21	18	-3.4	-31	-7	27	27	27	-5	2
N#Cc1ccccc1OCCn1cncn1	-11	6.4	1	-1	-4	-29	7	-2	0
CC(=O)c1ccc(C(=O)N2CCc3c([nH]c4ccccc34)C2c2cccc(C)n2)s1 (centres undefined)	10	1.1	-14	-1	39	17	1	-4	-9
COc1ccc(C(OC(=O)c2ccco2)C(=O)NC2CCCC2)cc1 (centres undefined)	5	0.5	-17	-1	5	-11	13	-1	0

Just tim10-1 inh, XBP1 UPR activ and Mdm2-MdmX inh, for some of the entries so far:
| smiles | tim10-1 inh | XBP1 UPR activ | Mdm2-MdmX inh |
| --- | --- | --- | --- |
| COc1ccc(CCNC(=O)C(=O)NCC2OCCN2S(=O)(=O)c2ccc(Cl)cc2)cc1OC (centres undefined) | 7 | -1 | 32 |
| N#Cc1ccccc1OCCn1cncn1 | -29 | -1 | 1 |
| CC(=O)c1ccc(C(=O)N2CCc3c([nH]c4ccccc34)C2c2cccc(C)n2)s1 (centres undefined) | 17 | -1 | -14 |
| CS(=O)(=O)N1CCN(c2ccccc2NC(=O)CSc2nnc(-c3ccco3)o2)CC1 | 10 | 0 | 2 |
| COc1ccc(C(OC(=O)c2ccco2)C(=O)NC2CCCC2)cc1 (centres undefined) | -11 | -1 | -17 |

Record cards, as listed above. Screens in order: TIM10 inh | UPR CHOP act | Mdm2-MdmX inh | XBP1 UPR activ | tim23-1 inh | tim10-1 inh | NALP3 yeast inh | APJ ag | GRIN3A LBD mod
Entry for O=C(c1ccc(F)cc1)n1c(=S)nc2ccccn21 → 18 | -3.4 | -31 | -7 | 27 | 27 | 27 | -5 | 2
Entry for COc1ccc(C(OC(=O)c2ccco2)C(=O)NC2CCCC2)cc1 (centres undefined) → 5 | 0.5 | -17 | -1 | 5 | -11 | 13 | -1 | 0

Later entries
SMILES	TIM10 inh	UPR CHOP act	Mdm2-MdmX inh	XBP1 UPR activ	tim23-1 inh	tim10-1 inh	NALP3 yeast inh	APJ ag	GRIN3A LBD mod
C=CCNc1nc(N2CCOCC2)c(C#N)c2c1CN(C)CC2	-2	-0.8	32	-1	6	-8	8	8	-2
O=C(Oc1c(Cl)cc(Cl)c2cccnc12)N1CCCCC1	21	-0.7	0	3	40	37	13	-4	-2
CCOc1ccc(NC(=O)CN(C)C(=O)CN2C(=O)C3CC=CCC3C2=O)cc1OCC (centres undefined)	-5	-1.1	24	0	-4	-5	20	-3	0
CCOC(=O)CN(C(=O)COc1nc(-c2ccccc2)cc(C)c1C#N)c1cccc(OC)c1	21	1.3	28	0	25	13	15	-3	0
CCc1c(C(C)=O)oc2ccc3c(C)cc(=O)oc3c12	-12	1.3	10	3	4	14	16	-2	0
COc1ccc(NC2CCCN(C(=O)c3ccc(OC)o3)C2)cc1 (centres undefined)	-5	-1.9	9	-5	-5	-2	22	-8	1
CC1CN(C(=O)COC(=O)c2cc(Cl)ccc2[N+](=O)[O-])CC(C)O1 (centres undefined)	-10	1.2	15	0	4	7	21	0	2
CSc1ncccc1C(=O)Nc1cccc(S(=O)(=O)N(C)c2ccccc2)c1	6	-0.2	26	-3	34	8	-9	-2	-6
O=C(N/N=C/c1ccc[nH]1)c1cccc(Br)c1	-1	2.1	-15	1	4	-10	21	-3	-4
Cc1cc(C(C)(C)C)cc(S(=O)(=O)NCCc2ccncc2)c1C	-8	-1.2	9	2	36	37	-4	-4	0
COC(=O)C1=NN(c2ccccc2OC)C2C(=O)N(c3ccccc3OC)C(=O)C12 (centres undefined)	-6	1.8	0	-2	0	-14	-1	-2	-2
O=C(Nc1ccccc1C(=O)N/N=C/c1ccc(O)cc1)c1ccccc1	18	0.7	5	-1	38	16	7	1	7
CCOC(=O)CN1C=C(c2ccc3ccccc3n2)C(C[N+](=O)[O-])c2ccccc21 (centres undefined)	57*	-0.6	23	2	30	28	21	-1	1
Cc1noc(C)c1C(=O)OCC(=O)c1c(N)n(CC(C)C)c(=O)n(C)c1=O	6	-2.3	17	-4	19	10	12	-5	0
CN(C(=O)C1CCC1C(=O)O)c1nc(-c2ccc(Cl)s2)cs1 (centres undefined)	-13	-0.8	-1	1	8	-8	-6	-2	1
N#Cc1nc(-c2ccco2)oc1NCc1ccco1	6	2.5	17	3	6	7	18	3	-17
CCCNC(=O)c1cc(-c2ccc3c(c2)OCO3)on1	-1	0.3	-61	-6	19	20	18	0	-4
COC(=O)Cc1ccc2oc(-c3cccnc3)nc2c1	-3	2.5	-66	4	16	18	18	-3	-2
CS(=O)(=O)N(CC(=O)N1CCC(C(N)=O)CC1)c1ccc(Oc2ccccc2)cc1	4	-3.0	22	-2	13	-14	-19	-2	5
COc1ccc2[nH]c(=O)c(C(c3nnnn3C3CCCC3)N(C)C3CCCCC3)cc2c1 (centres undefined)	25	-0.1	19	-1	16	28	11	-2	1
Cn1c(SCc2ccc(Br)cc2)nnc1-c1cccs1	57*	-0.4	25	1	57*	37	43	-4	-5
OCCC#Cc1ccc(CN2CCN(CCc3ccccc3)C(CCO)C2)cc1 (centres undefined)	-1	-1.6	6	-1	6	-9	-3	-1	1
O=C(c1ccccc1F)N1CCN(c2ccc([N+](=O)[O-])c(NCC3CCCO3)c2)CC1 (centres undefined)	21	-1.4	42	2	25	32	19	-3	3
CC(=O)NC(C)c1ccc(C(=O)CSc2nnc(C3CC3)n2C2CC2)cc1 (centres undefined)	2	-1.6	20	1	4	6	18	-5	1
Cc1ccc2cc(C(c3nnnn3C3CCCC3)N3CCN(c4ccc(F)cc4)CC3)c(=O)[nH]c2c1 (centres undefined)	1	3.6	23	-4	13	5	15	0	-1
O=C(CS(=O)(=O)c1ccccc1)Nc1nnc(C(F)(F)F)s1	-11	-0.5	32	-2	5	9	-5	-2	0
CC(C)c1cc(C(=O)N/N=C/c2c[nH]c3ccccc23)n[nH]1	5	2.2	4	1	-9	-12	8	-2	8
Brc1cccc(OCCSc2ncccn2)c1	2	2.2	-40	5	4	11	28	2	3
Cc1cc(C)cc(NS(=O)(=O)c2ccc(NC(=O)C3CCCCC3C(=O)O)cc2)c1 (centres undefined)	19	0.9	-10	-3	18	0	4	-1	-1
COc1ccccc1NC(=O)N1CCCC(C(=O)Nc2cccc(C)c2C)C1 (centres undefined)	-2	0.1	-7	-1	-2	-5	1	-1	0

Some of these compounds in order of length of the SMILES, descending:
SMILES	TIM10 inh	UPR CHOP act	Mdm2-MdmX inh	XBP1 UPR activ	tim23-1 inh	tim10-1 inh	NALP3 yeast inh	APJ ag	GRIN3A LBD mod
Cc1ccc2cc(C(c3nnnn3C3CCCC3)N3CCN(c4ccc(F)cc4)CC3)c(=O)[nH]c2c1 (centres undefined)	1	3.6	23	-4	13	5	15	0	-1
Cc1cc(C)cc(NS(=O)(=O)c2ccc(NC(=O)C3CCCCC3C(=O)O)cc2)c1 (centres undefined)	19	0.9	-10	-3	18	0	4	-1	-1
O=C(CS(=O)(=O)c1ccccc1)Nc1nnc(C(F)(F)F)s1	-11	-0.5	32	-2	5	9	-5	-2	0

(more compounds)
SMILES	TIM10 inh	UPR CHOP act	Mdm2-MdmX inh	XBP1 UPR activ	tim23-1 inh	tim10-1 inh	NALP3 yeast inh	APJ ag	GRIN3A LBD mod
On1c(-c2ccc(Cl)cc2)nc2ccccc21	0	1.0	-14	2	6	-21	20	-1	-3
O=c1[nH]c(Cc2ccccn2)nc2scc(-c3ccccc3Cl)c12	24	-1.7	29	1	20	29	-3	2	-2
O=C(CSc1nc2ccccc2c(=O)[nH]1)Nc1ccc(S(=O)(=O)N2CCCC2)cc1	-3	-1.0	20	-3	16	15	14	-4	-8
CC(C)N(Cc1ccccc1)C(=O)COC(=O)c1cnccn1	4	1.4	-21	-1	11	8	16	-4	1
O=C(NCc1cccs1)C1CCN(S(=O)(=O)c2cccc3nsnc23)CC1	11	-0.1	1	1	15	0	9	-2	3
COc1ccccc1C(CC(=O)c1ccccc1)CC(=O)c1ccccc1	26	-0.3	11	0	12	26	22	-6	0
COC(=O)CNc1cc(S(=O)(=O)N2CCCCC2)ccc1Oc1ccc(C(=O)OC)cc1	1	-0.6	3	4	29	13	66*	-2	1
O=C1NCC(O)=C1C=NCCCO	3	0.1	1	-3	10	10	-2	2	1
COc1cc(C(=O)NCC(=O)N/N=C/c2c(C)[nH]c3ccccc23)cc(OC)c1OC	-16	0.5	29	-3	11	-12	3	1	0
c1csc(CNCCN2CCOCC2)c1	0	1.7	11	0	5	-10	29	3	0
CCOC(=O)c1cc(CC)sc1NC(=O)c1ccc(N2CCOCC2)c([N+](=O)[O-])c1	-17	0.4	40	2	-1	9	-3	-7	2
Cc1nnc(SCc2nc3ccccc3[nH]2)s1	-2	1.7	17	-4	-8	-6	1	-3	-1

Some values from the results shown:
In XBP1 UPR activ, CNC[C@@H]1Oc2c(NC(=O)Nc3ccc(F)cc3)cccc2C(=O)N([C@H](C)CO)C[C@@H]1C has 2
In TIM10 inh, Brc1cccc(OCCSc2ncccn2)c1 has 2
In NALP3 yeast inh, CC(C)c1cc(C(=O)N/N=C/c2c[nH]c3ccccc23)n[nH]1 has 8
In XBP1 UPR activ, OCCC#Cc1ccc(CN2CCN(CCc3ccccc3)C(CCO)C2)cc1 (centres undefined) has -1
In TIM10 inh, N#Cc1ccccc1OCCn1cncn1 has -11
In XBP1 UPR activ, CC(=O)NC(C)c1ccc(C(=O)CSc2nnc(C3CC3)n2C2CC2)cc1 (centres undefined) has 1
In tim10-1 inh, CN(C(=O)C1CCC1C(=O)O)c1nc(-c2ccc(Cl)s2)cs1 (centres undefined) has -8
